Assay outcomes (PubChem)
KDM5B inhibitor: inhibitors of human KDM5B histone demethylase; Potency, µM (top dose mostly 57.7 µM), without a hit: at the top dose activity change, negative = inhibition, hits mostly inhibitors; Q9UGL1; KDM5B demethylase, FDH-coupled NADH fluorescence (FDH is formaldehyde dehydrogenase); AID 1347165; hit rate 2.6% among 220,000; active = well fitted inhibition curve with a large enough effect; inconclusive = small, poorly fitted or top-dose-only effect; inactive = no such curve, though single readings can be large or run the other way; also: 0% is about no effect; nearly all actives have a fitted effect of over 70% in size
Target sequence (Q9UGL1 whole entry, looked up): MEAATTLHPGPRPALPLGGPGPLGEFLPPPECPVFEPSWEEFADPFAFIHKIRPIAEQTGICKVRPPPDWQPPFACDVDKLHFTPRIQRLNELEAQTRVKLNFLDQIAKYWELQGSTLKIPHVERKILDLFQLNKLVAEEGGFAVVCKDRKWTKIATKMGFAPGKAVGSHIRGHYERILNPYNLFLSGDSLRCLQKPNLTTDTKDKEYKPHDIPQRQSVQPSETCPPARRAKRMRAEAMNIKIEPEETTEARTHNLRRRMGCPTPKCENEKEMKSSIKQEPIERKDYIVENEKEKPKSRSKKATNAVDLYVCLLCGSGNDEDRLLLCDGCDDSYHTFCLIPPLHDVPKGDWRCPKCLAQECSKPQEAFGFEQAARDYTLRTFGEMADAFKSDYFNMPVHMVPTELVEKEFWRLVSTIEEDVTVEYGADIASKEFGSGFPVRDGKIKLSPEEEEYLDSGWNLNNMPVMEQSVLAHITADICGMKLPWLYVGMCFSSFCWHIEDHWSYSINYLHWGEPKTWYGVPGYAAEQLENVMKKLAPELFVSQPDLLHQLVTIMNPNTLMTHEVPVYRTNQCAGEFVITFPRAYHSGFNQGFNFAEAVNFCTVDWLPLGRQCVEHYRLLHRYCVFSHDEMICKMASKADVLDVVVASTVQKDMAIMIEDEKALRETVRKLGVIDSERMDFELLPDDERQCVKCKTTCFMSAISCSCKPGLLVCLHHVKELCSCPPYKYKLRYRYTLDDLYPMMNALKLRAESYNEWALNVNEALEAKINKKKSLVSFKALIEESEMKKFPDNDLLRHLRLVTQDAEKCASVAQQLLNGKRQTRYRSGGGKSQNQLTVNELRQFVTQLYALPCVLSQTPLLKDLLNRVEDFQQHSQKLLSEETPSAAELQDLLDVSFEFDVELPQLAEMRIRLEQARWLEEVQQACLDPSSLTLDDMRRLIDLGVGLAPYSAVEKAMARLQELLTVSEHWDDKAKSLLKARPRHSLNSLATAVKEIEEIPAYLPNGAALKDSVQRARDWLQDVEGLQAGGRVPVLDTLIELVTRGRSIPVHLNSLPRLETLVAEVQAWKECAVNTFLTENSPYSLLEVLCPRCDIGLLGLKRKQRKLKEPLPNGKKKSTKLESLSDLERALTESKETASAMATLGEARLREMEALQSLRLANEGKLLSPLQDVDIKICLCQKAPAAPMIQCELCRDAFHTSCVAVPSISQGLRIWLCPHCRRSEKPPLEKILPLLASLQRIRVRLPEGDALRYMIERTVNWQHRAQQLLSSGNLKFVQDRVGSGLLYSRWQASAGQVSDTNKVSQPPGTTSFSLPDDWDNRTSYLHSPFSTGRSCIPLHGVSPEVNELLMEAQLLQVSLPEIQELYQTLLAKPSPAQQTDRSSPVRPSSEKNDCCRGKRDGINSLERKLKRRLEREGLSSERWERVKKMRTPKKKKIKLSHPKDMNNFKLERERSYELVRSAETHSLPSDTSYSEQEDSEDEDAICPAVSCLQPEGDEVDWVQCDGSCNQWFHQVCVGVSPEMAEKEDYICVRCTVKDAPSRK
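Measured: NADH fluorescence change, 30 min, RT. System: KDM5BΔAP 200 nM final, H3K4me3 peptide, α-KG, Fe(II), ascorbate, NAD⁺ plus FDH, pH 7.5 HEPES. Compounds: titrated, 10 min pre-incubation with enzyme.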
An asterisk follows results filed as active; ? = inconclusive; [ ] = remark or other dose. Potency is read from the fitted curve at half-maximal effect. An excerpt (hit frequency here may not be typical).

compound | KDM5B inhibitor
COC(=O)C1CN(Cc2cn(Cc3ccc(F)cc3)nn2)CCS(=O)(=O)N1Cc1ccc(Cl)cc1 (centres undefined) | 11.3%
Cc1nc2ccc(C(=O)OCC(=O)N3CCCCC3)cc2nc1C | 10.6%
CN(Cc1ccccc1)C(=O)Cc1cccn1-c1ccc(F)cc1 | ?
CC(C#N)CN(C)c1nc(-c2ccncc2)nc2ccccc12 (centres undefined) | 2.9%
CC(C)Cc1cc(C[C@@H]2C[C@H](NC(=O)C3CCCC3)C2(C)C)no1 | 19.4%[86.2 µM]
COCCNc1ccc2nnc(-c3ccc(C)cn3)n2n1 | ?
Cc1ccc(-c2c(=O)n(O)c3ccccc3[n+]2[O-])cc1 | ?
O=C(N[C@@H]1CCC[C@@H]1C(=O)NCCc1ccccc1)c1ccncc1 | -10.3%
COC[C@@H]1CN(c2cnccn2)C[C@H]1C(=O)NCc1ccccc1F | 20µM*
O=C(Cn1c(=O)n(-c2ccc(F)cc2)c(=O)c2sc3ccccc3c21)NC1CCCCC1 | ?
CCc1ccc(-c2[nH]c3c(c2-c2ccc(OC)cc2)c(=O)[nH]c(=O)n3C)cc1 | -12.0%
Oc1ccc(CN2CCCCC2c2nc(CCOCC3CC3)no2)cc1 (centres undefined) | 13.7%
CC(C)(N)C(=O)N1CCC(n2nccc2NC(=O)c2ccccc2)CC1 | -11.4%
Cc1cccc(C)c1NC(=O)CNC(=O)c1ccc(COc2ccccc2)o1 | 2.7%
O=C(CCc1cc2n(n1)CCN(C(=O)c1ccc[nH]1)C2)N1CCOCC1 | -5.7%
CS(=O)(=O)Nc1ccc(C2(C(=O)NCc3ccc(F)c(Cl)c3)CCCCC2)cc1 | 8.6%
CCS(=O)(=O)Nc1ccc(C2(C(=O)NCc3cccs3)CCCCC2)cc1 | -9.8%
FC(F)(F)c1cccc(/C=C/c2nc3c(ccc4ccccc43)s2)c1 | -47.8%
CN(CC1CCOCC1)C(=O)Nc1cc(F)c(F)c(F)c1 | -0.4%
CCOc1ccc2c(c1)nc(NCCCO)n2Cc1ccccc1 | -13.0%
CCCn1nnc(NC(=O)c2ccccc2OC)n1 | 6.8%
CCCCCc1ccc(OC(=O)c2ccc(-c3ccc(CC)cn3)cc2)cc1 | 22.5%
CC(Sc1nnc(Nc2ccccc2)s1)C(=O)N(C)c1ccccc1 (centres undefined) | 14.3%
Cc1cnc(C(=O)NC2C[C@H]3CC[C@@H](C2)N3C(=O)c2cnccc2C)cn1 (some centres undefined) | 17.2%
N[C@@H]1CN(c2ncccn2)C[C@H]1CO | ?
O=C(NC[C@H]1Cn2c(-c3ccc(Cl)cc3)cnc2CO1)c1cccnc1 | 8.1%[86.2 µM]
COc1ccccc1-c1noc(COC(=O)c2ccc3c(c2)NC(=O)CS3)n1 | -20.1%
CCOc1cccc(CNC(=O)C2CCCCC(=O)N2Cc2cccc(OC)c2)c1 (centres undefined) | 0.1%
O=C(c1ccccc1)N1CCC2(C1)C(=NC1CCCC1)NC(=O)N2c1cccnc1 (centres undefined) | -7.9%
COCCn1c(C)cc(C(=O)CSc2nnc(C3CC3)n2C2CC2)c1C | 7.7%
O=C(O)/C(=C\c1cccnc1)NC(=O)c1ccccc1 | 14.4%
CC(C)CC(=O)NCCc1noc(C2CC2)n1 | -1.6%

Quoted from the listing:
Result of COC(=O)C1CN(Cc2cn(Cc3ccc(F)cc3)nn2)CCS(=O)(=O)N1Cc1ccc(Cl)cc1 (centres undefined) under KDM5B inhibitor: 11.3%
Result of O=C(O)/C(=C\c1cccnc1)NC(=O)c1ccccc1 under KDM5B inhibitor: 14.4%
Result of O=C(c1ccccc1)N1CCC2(C1)C(=NC1CCCC1)NC(=O)N2c1cccnc1 (centres undefined) under KDM5B inhibitor: -7.9%

(further entries)
compound | KDM5B inhibitor
Cc1ccc(-n2nc3c(c2NC(=O)c2ccccc2)CS(=O)(=O)C3)cc1C | 20.5%
COc1cc(NC(=O)NC[C@H]2O[C@@H](CO)[C@@H](O)[C@@H]2N(C)Cc2ccccc2)cc(OC)c1 | -20.7%
COc1cccc(N2CCN(C(=O)CCC[C@H]3NC[C@@H]4C[C@H]3CN(Cc3ccccc3)C4)CC2)c1 | 25.1µM*
CCc1ccc(C(NC(=O)c2nn(C)c(=O)c3ccccc23)C(C)C)cc1 (centres undefined) | 9.8%
Cc1ccc(-c2ccc3nnc(CNC(=O)c4ccc(N(C)C)cc4)n3n2)cc1C | 1.8%
Cc1oc(-c2ccc(Cl)cc2)nc1CSCC(=O)NCc1ccccc1Cl | ?
Cc1ccc(CN2CCC3(CC2)CN(C2CCC2)CC3CO)o1 (centres undefined) | ?
CC(C)(C)C(=O)NCCSCc1ccsc1 | 27.1%
O=S(=O)(C1CC1)N1CCC(Cc2noc(-c3ccccc3)n2)C1 (centres undefined) | 9.2%
CN(Cc1ccccc1)C(=O)CSc1nc2ccsc2c(=O)n1-c1ccc(F)cc1 | -24.9%
CCCCNC(=O)c1ccc2nc[nH]c2c1 | -7.8%
COc1cc2c(cc1Cn1cc(-c3nccn3C)nn1)CCC2 | ?
CCOC(=O)c1c(C)[nH]c(C)c1S(=O)(=O)N1CCC(C(=O)N2CCN(c3ccccc3)CC2)CC1 | -8.0%
COCCNC(=O)COc1cc(O)c2c(=O)cc(-c3ccccc3)oc2c1 | 14.2%
COc1cccc(C(O)c2nc(C(=O)Nc3ccc4c(c3)OCC(=O)N4)c(C)o2)c1 (centres undefined) | -21.7%[86.2 µM]
O=C(c1nc2nc(-c3ccco3)cc(C(F)(F)F)n2n1)N1CCOCC1 | ?
CCn1nc(CC(C)C)cc1C(=O)N1CCN(c2nc(C)cc(C)n2)CC1 | ?
O=C(CN1C(=O)NC(c2ccc(Cl)cc2)C2=C1COC2=O)Nc1ccc2c(c1)CCC2 (centres undefined) | 4.0%
COCCCNC(=O)CCCN1C(=O)c2cccnc2Sc2ccccc21 | 4.2%
CCn1nc(C(=O)Nc2nc(-c3ccc(NC(C)=O)cc3)cs2)c2ccccc2c1=O | -9.0%
O=C([C@H]1C[C@H](Oc2ccccc2)CN1Cc1ccc2[nH]ccc2c1)N1CCOCC1 | -6.2%
CCOCCn1ccc2c(OCC(=O)Nc3cccc([N+](=O)[O-])c3)cccc2c1=O | -12.0%
Cc1ccc(-n2ncc(C(=O)NC3CCN(Cc4ccccc4)CC3)c2C2CCN(C(=O)OC(C)(C)C)CC2)cc1C | -11.1%
COc1ccc(-c2[nH]nc3c2C(c2ccc4c(c2)OCO4)CC(=O)O3)cc1 (centres undefined) | -14.6%

Entries listed so far shown as hits in KDM5B inhibitor.
compound | KDM5B inhibitor
COC[C@@H]1CN(c2cnccn2)C[C@H]1C(=O)NCc1ccccc1F | 20µM*
COc1cccc(N2CCN(C(=O)CCC[C@H]3NC[C@@H]4C[C@H]3CN(Cc3ccccc3)C4)CC2)c1 | 25.1µM*

Other structures follow.
compound | KDM5B inhibitor
CC(C)CNC(=O)C1Cn2cccc2C(=O)N1C (centres undefined) | -14.3%
CN1C[C@H](NC(=O)c2cnccn2)CCC[C@@H](C(=O)NCc2cc(F)cc(F)c2)CC1=O | -13.4%
CC(C)CCNC(=O)NC(=O)COC(=O)CCCc1c[nH]c2ccccc12 | -21.5%
COCCn1c(C)cc(C(=O)C(=O)Nc2nnc(COc3ccc(C)c(C)c3)s2)c1C | 14.0%
COCCN(Cc1ccsc1)Cc1cn[nH]c1-c1ccc(F)cc1 | -3.9%
O=C1CCN(S(=O)(=O)c2ccccc2)CCCC(C(=O)NCCc2ccccn2)CCN1 (centres undefined) | 13.2%
Nc1ccccc1C(=O)NCCCN1CCN(c2cccc(Cl)c2)CC1 | ?
COC(=O)CNC(=O)c1cc(C)cc(C)c1 | 18.1%
COc1ccc(NC(=O)Cn2c(=O)oc3cc(S(=O)(=O)NCc4ccccc4)ccc32)c(OC)c1 | -14.4%
Cc1sc2nc(CCN)nc(N(C)CCCCN3CCOCC3)c2c1C | -23.4%
CC(NC(=O)CSc1nnc(N2CCOCC2)n1-c1ccccc1)c1cc2ccccc2o1 (centres undefined) | 10.6%
Cc1noc(C)c1C(=O)N1CCC(C(=O)c2ccc(F)cc2F)CC1 | 6.7%
Cc1ccc(NC(=O)CSC2=NS(=O)(=O)c3ccccc3N2Cc2ccccc2)c(Cl)c1 | 9.1%
COC1CCC12CCN(C(=O)c1cnc(C)cn1)CC2 (centres undefined) | 9.8%
Cc1cccc(N/N=C/c2ccc(Br)cc2)c1 | 13.3%
CCn1cc(S(=O)(=O)N2CCN(c3ccccc3C)CC2)cn1 | 0.8%
Cc1ccc(/C=N\NC(=O)c2ccc(C)cc2)cc1 | 32.4%[activator]
CN(Cc1ccccc1C#N)Cc1ccccc1N1CCCCC1 | -5.1%
Cc1ccc(CNC(=O)c2cc3n(n2)CC(c2ccc(Cl)cc2)OC3)cc1 (centres undefined) | ?
CCCc1cc(=O)oc2c3c(ccc12)OCN(Cc1ccc(OC)cc1)C3 | -28.7%
CCOc1cc(=O)n2c(c1C(=O)Nc1cccc(F)c1C)CCCC2 | 6.5%
OC1(c2nc(Nc3ccc(OC(F)(F)F)cc3)n[nH]2)CCOCC1 | -14.5%[86.2 µM]
COc1ccc(Cn2c(C3CCN(C(=O)c4ccc(C)cc4C)CC3)n[nH]c2=O)cc1 | 22.8%
Cc1ccc(CNc2ncncc2-c2nc(-c3ccccc3)no2)cc1 | ?
COc1cccc(Nc2nc(-c3ccc(CNC(=O)C(C)(C)C)s3)cs2)c1 | -7.7%
CCCN(CC1CCOC1)S(=O)(=O)c1ccc(F)cc1F (centres undefined) | 22.3%
CCCCOCCCNC(=O)c1ccc2nc(C)c(C)nc2c1 | 12.4%
CCCCOc1ccc(NC(=O)CC)c2cccnc12 | -20.4%
CC1CCC(NC(=O)c2csc3c2CCCCC3)CC1 (centres undefined) | -9.3%
COc1cccc(CC(=O)N[C@H](C)c2onc(C)c2C(=O)O)c1 | 9.4%[86.2 µM]
Cc1ccc(NC(=O)N2CCCC2c2nncn2C2CCCC2)cc1F (centres undefined) | 11.6%
Fc1ccc(CCNC(=S)NC2CCCC2)cc1 | 0.6%
CC(C(=O)NC(=O)NC12CC3CC(CC(C3)C1)C2)n1cnc2c1c(=O)n(C)c(=O)n2C (centres undefined) | -13.6%
COc1cc(C(=O)NCCc2csc(-c3ccccn3)n2)cc(OC)c1OC | -14.5%
Fc1ccccc1OCCC1CCNC1 (centres undefined) | ?
Cc1ccc(N=Cc2cc3c(cc2[N+](=O)[O-])OCO3)cc1[N+](=O)[O-] | -32.8%
Cc1noc(C(C)C)c1C(=O)NCc1ccnc(OC2CCCC2)c1 | -4.6%
C=Cc1ccc(CN2C(=O)N(c3ccc(OCC)cc3)S(=O)(=O)c3ccccc32)cc1 | 4.2%
Cc1cccc2nc3c(nc12)-c1ccccc1C3=O | 23.6%
COc1cc(NC(=O)CC(C)n2ccnc2)cc(OC)c1 (centres undefined) | 14.9%
CCc1c(C)c2cc(Cl)c(O)c(CN3CCCC3)c2oc1=O | ?
Cc1ccc(NC(=O)c2oc3ccccc3c2NC(=O)Cc2cccs2)cc1 | ?
COc1ccccc1-c1cc2nc(C)c(CCC(=O)NC3CCCCC3)c(C)n2n1 | ?
NC(=O)N/N=C\c1cccs1 | -5.4%
Cc1ccc(-c2nn(C)c(=O)c3c2CCCC3)cc1S(=O)(=O)N1CCCCCC1 | 6.9%
CN(CCO)C[C@@H]1CN(C(=O)c2cnc3sccn3c2=O)C[C@@H]1CO | ?
COCCCNC(=O)Cn1c(=O)n(-c2ccc(C)cc2)c(=O)c2c1c1cc(C)ccc1n2C | ?
CN1C[C@H](O)C[C@H]1c1nnc2n1CCN(S(=O)(=O)c1ccc(F)cc1)CC2 | -15.2%
Nc1nccnc1C(=O)NCC1CCOC1 (centres undefined) | ?
O=C(Nc1ccc(Cl)cc1)c1ccc(Cn2ccn3nc4c(c3c2=O)CCCC4)cc1 | -17.6%
CCOCCn1ccc2c(OCC(=O)Nc3ccc(OC(F)(F)F)cc3)cccc2c1=O | ?
COc1ccc(-c2cc(C[C@@H]3CC[C@@H]4OC(=O)NC[C@H]4O3)no2)cc1 | 21.6%[86.2 µM]
CC(=O)Nc1ccc(NC(=O)C2CC(=O)Nc3cc(F)ccc32)cc1 (centres undefined) | -12.4%
CC1CN(c2ccnc3cc(Cl)ccc23)CC(C)O1 (centres undefined) | -11.2%
CN(C(=O)CN1C(=O)C(c2ccccc2)=NC12CCCC2)c1ccccc1 | -6.4%
COn1c(=O)c(C)[n+]([O-])c2ccccc21 | ?

The list goes on:
compound | KDM5B inhibitor
CN1CC(=O)N(C2CCCNCC2)Cc2c(NCC3CCCCC3)ncnc21 (centres undefined) | ?
S=C(Nc1ccc(Cl)cc1Cl)NC1CC1 | -13.5%
COc1ccc(-c2cc(N3CCC(NC(=O)c4ccccn4)C3)n[nH]2)cc1 (centres undefined) | -28.7%
COc1ccccc1C(=O)Nc1ccc2nc(SCCOc3ccccc3C)sc2c1 | -101.5%
COc1ccccc1NC(=O)CSc1nnc(-c2cccc(Cl)c2)o1 | -27.2%
O=C(c1ccccc1F)N1CCCC2(CNc3ccccc3[S+](=O)([O-])N2)C1 (centres undefined) | 0.9%
O=C(CC1CCN(C(=O)CCC2CCCCC2)C1)NCc1ccccc1 (centres undefined) | -12.2%
CC(C)C(Nc1nc(-c2ccncc2)nc2c1cnn2C)c1nccn1C (centres undefined) | -26.8%
C/C(=N/NC(=S)NCc1ccccc1)c1cccc(C(F)(F)F)c1 | -5.7%
NCCCCCC(=O)N/N=C/c1ccc2nccnc2c1 | -5.0%
Cc1cccc(NC(=O)NCC2Cn3cccc3CN2C)c1 (centres undefined) | ?
CCCN(CCC)c1nc(OC(C(F)(F)F)C(F)(F)F)nc(N2CCOCC2)n1 | 0.8%
COC(=O)[C@@H]1Cc2ncn(Cc3ccccc3)c2CN1C(=O)c1cccs1 | 4.3%[86.2 µM]
CCC1=C(C(=O)OC)C(c2ccccc2C)N2C(CC(=O)NC3CC3)=CSC2=N1 (centres undefined) | ?
